# Source: PubChem
# Tau fluor counter: counter-screen for tau fibril formation inhibitors; AID 1463; hit rate 0.93% among 280,000; Potency, µM (series often up to 57.7 µM), for inactives: at the top dose activity change, negative = decrease; tau K18 P301L Alexa594 fluorescence, heparin fibrillization; further: nearly all actives have a fitted effect of over 55% in size
#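 Human K18 P301L tau (15 uM unlabeled plus 0.24 uM Alexa 594-labeled, final) in 100 mM sodium acetate pH 7 was mixed with compound and 20 uM heparin and incubated 6 hr at 37 C.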
# GLA spleen mod: inhibits or activates alpha-galactosidase in human spleen homogenate. P06280. human spleen homogenate, 4MU-alpha-Gal fluorescence, 40 min. Potency, µM (doses to about 80 µM), for inactives: at the highest dose activity change, negative = inhibition, hits mostly inhibitors. hit rate 0.008% among 240,000. AID 2107;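 further: 0% = enzyme with vehicle and -100% = no enzyme basal signal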
# Target sequence (P06280 32-429 limits assumed): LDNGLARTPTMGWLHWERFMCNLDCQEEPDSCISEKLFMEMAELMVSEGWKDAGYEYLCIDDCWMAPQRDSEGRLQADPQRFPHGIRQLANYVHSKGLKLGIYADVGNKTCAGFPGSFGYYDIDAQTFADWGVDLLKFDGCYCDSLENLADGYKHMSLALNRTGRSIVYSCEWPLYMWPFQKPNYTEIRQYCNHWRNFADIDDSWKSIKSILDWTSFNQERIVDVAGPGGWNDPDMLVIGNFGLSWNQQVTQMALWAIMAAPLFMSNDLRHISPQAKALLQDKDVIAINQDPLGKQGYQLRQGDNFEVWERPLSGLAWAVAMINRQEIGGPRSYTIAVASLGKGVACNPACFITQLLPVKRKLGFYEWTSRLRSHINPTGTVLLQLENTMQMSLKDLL
#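 Spleen homogenate 1 ug + cpd (titration) + 4-MU-alpha-D-galactopyranoside 1 mM; 37C 40 min; 50 mM citrate/phosphate pH 5.0, 0.01% Tween-20; stop pH 10; fluorescence 365/440; AC50 via Hill.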
# Tau fibril FP: tau fibrillization inhibition (FP). K18 P301L tau heparin fibrillization, Alexa594 FP, 6 h. Potency, µM (highest dose often 57.7 µM), for inactives: at the highest dose activity, negative = inhibition, usual class: inhibitors. hit rate 0.39% among 280,000; further: nearly all actives have a fitted effect of over 55% in size
# Target sequence (P10636 561-689 P618L limits assumed): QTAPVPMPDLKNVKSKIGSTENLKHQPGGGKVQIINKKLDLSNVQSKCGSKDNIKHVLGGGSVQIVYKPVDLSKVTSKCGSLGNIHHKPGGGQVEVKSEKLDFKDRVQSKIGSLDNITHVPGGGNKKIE
#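 Compound effects on tau fibrillization are measured by Alexa 594 fluorescence polarization (ex 555, em 632 nm). K18 P301L tau is used at 15 uM with 0.24 uM labeled tracer, and 20 uM heparin induces aggregation over 6 hr at 37 C.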
# Tau ThT inhib: tau fibrillization inhibition (ThT binding). P10636. recombinant tau K18 P301L (four-repeat tau fragment), heparin-induced fibrillization, ThT fluorescence. Potency, µM (highest dose often 57.4 µM), without a hit: top-dose activity, negative = inhibition, usual class: inhibitors. hit rate 2.1% among 270,000; further: nearly all actives have a fitted effect of over 55% in size
#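 In this qHTS, human K18 P301L tau is incubated with compound and heparin for 6 hr at 37 C, and Thioflavin T fluorescence then reports fibril load.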
# TRb SRC2 PPI: TRbeta-SRC2 interaction inhibition; TRbeta-SRC2 peptide binding, fluorescence polarization; receptor liganded with 1 µM T3; hit rate 0.065% among 280,000; AID 1469; Potency, µM (titrated, usually from 106 µM), without a hit: at the top dose activity change, negative = inhibition, usual class: inhibitors; P10828;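 further: plate controls were bound peptide for no effect and peptide without receptor for full effect; nearly all actives have a fitted effect of over 50% in size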
#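 Binding of a 20-amino-acid Texas Red SRC2 peptide (20 nM) to TRb ligand-binding domain (0.6 uM) with agonist T3 at 1 uM was followed by fluorescence polarization after a 5 hr room-temperature incubation.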
# ALDH1A1 inh: inhibitors of human aldehyde dehydrogenase 1A1; P00352; Purified ALDH1A1, NADH fluorescence, propionaldehyde substrate; Potency, µM (doses to about 75.3 µM), without a hit: top-dose activity, negative = inhibition, hits mostly inhibitors; hit rate 7.3% among 220,000; AID 1030; active means well fitted inhibition curve with a large enough effect, not every such curve was filed as active; inconclusive means small, poorly fitted or top-dose-only effect, or another doubt; inactive means no such curve, though single readings can be large or run the other way;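 further: plate controls were no enzyme wells and a reference inhibitor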
# Target sequence (P00352 whole entry, looked up): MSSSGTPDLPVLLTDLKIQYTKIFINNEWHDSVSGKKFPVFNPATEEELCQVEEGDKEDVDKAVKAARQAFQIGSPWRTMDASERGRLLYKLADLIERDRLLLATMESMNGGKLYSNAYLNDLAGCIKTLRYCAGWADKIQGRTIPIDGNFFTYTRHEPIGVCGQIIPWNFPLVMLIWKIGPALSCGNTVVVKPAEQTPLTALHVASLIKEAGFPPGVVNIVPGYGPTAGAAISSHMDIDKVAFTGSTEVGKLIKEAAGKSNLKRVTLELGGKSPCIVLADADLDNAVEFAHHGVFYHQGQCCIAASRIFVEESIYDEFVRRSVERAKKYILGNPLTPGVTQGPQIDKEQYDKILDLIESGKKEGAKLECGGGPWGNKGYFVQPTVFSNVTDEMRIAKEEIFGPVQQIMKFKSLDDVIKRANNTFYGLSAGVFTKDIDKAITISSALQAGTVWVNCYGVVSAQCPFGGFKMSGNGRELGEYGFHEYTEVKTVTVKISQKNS
# L3MBTL1 block: blocks human L3MBTL1 | Q9Y468 | AlphaScreen L3MBTL1–H3K9me1 peptide binding | Potency, µM (top dose mostly 57.1 µM), inactives show at the top dose activity, negative = inhibition, hits mostly inhibitors | hit rate 0.66% among 230,000; further: nearly all actives have a fitted effect of over 60% in size
#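 Read-out is AlphaScreen signal from streptavidin donor and nickel chelate acceptor beads (10 ug/mL final each) bridging L3MBTL1 (50 nM) and biotinylated K9-monomethylated H3(1-15) peptide (75 nM), after 30 min compound exposure at room temperature.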
# TexasRed fluor: Texas Red fluorescence interference in TRb-SRC2 counter-screen. TRb/SRC2 Texas Red total fluorescence interference. AID 1479. hit rate 0.29% among 280,000. Potency, µM (titrated, usually from 106 µM), inactives show at the top dose fluorescence change, negative = quenching; active means well fitted curve in either direction with a large enough effect; inconclusive means small, poorly fitted or top-dose-only effect
#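 Human TRb ligand-binding domain at 0.6 uM with 20 nM Texas Red SRC2 peptide in Tris buffer containing 1 uM T3 and 5% DMSO, incubated with compound 5 h at ambient temperature. Total fluorescence (555/632 nm) calculated as parallel + 2 × perpendicular.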
# Starred values were filed as active, the others as inactive; ? = inconclusive; / = no result given. Unless noted, the call rests on the fitted dose curve; in most records, active means well fitted curve in the direction sought with a large enough effect; inconclusive means small, poorly fitted or top-dose-only effect, or another doubt; inactive means no such curve, though single readings can be large; an effect the other way counts as inactive or inconclusive. Unless noted, on the % scale 0 is the no-effect control and ±100 the full control effect; potency means the concentration at half of the fitted maximal effect.
SMILES,Tau fluor counter,GLA spleen mod,Tau fibril FP,Tau ThT inhib,TRb SRC2 PPI,ALDH1A1 inh,L3MBTL1 block,TexasRed fluor
CCN(CC)CCCN1C(=O)CSC1c1ccc([N+](=O)[O-])cc1 (stereo unspecified),-15%,-4%,-4%,-16%,2%,2%,13%,-3%
COc1cc(COCC(O)CN2CCN(Cc3ccccc3)CC2)cc(OC)c1OC (stereo unspecified),1%,-3%,-1%,0%,1%,0%,/,-1%
CC(NCc1cc(Br)ccc1OCC(=O)NCc1ccccc1)c1ccccc1 (stereo unspecified),-11%,-4%,6%,-16%,1%,?,-8%,-3%
CCN(CC)CCCNC(=O)c1cc(-c2ccc(Cl)c(Cl)c2)on1,-4%,-3%,-3%,5%,-1%,8%,7%,-3%
Cc1noc2ncnc(Nc3ccc(F)cc3)c12,-4%,/,-3%,-6%,-1%,/,/,-18%
CCN(CC)CCOC(=O)c1ccc(NC(=O)CCn2c(=O)oc3ccccc32)cc1,-15%,/,-6%,-11%,5%,/,/,?
CCOc1ccc(N(CC(=O)NCc2ccc(C)cc2)S(=O)(=O)c2c(C)noc2C)cc1,-11%,/,-11%,0%,-15%,/,/,0%
CCCOc1ccc(/C(O)=C2/C(=O)C(=O)N(CCCn3ccnc3)C2c2cccnc2)cc1 (stereo unspecified),8%,-5%,1%,0%,0%,/,/,-4%
CCC(=O)N1CCc2cc(Br)cc(S(=O)(=O)CCC(=O)NCCc3ccccc3Cl)c21,-5%,/,7%,1%,-2%,/,/,-2%
Cc1cc(-c2nc(C)c(C(=O)NNC(=O)NC(C)C)s2)no1,-4%,-2%,0%,-9%,-6%,-11%,9%,-3%
CC(C)CCNC(=O)C1CCN(S(=O)(=O)c2ccc3c(c2)CCC(=O)N3)CC1,-6%,-5%,6%,-4%,4%,-9%,/,3%
Cc1cc(C)c(NC(=O)C2CCN(C(=O)N3CC(C)Oc4ccc(Cl)cc43)CC2)c(C)c1 (stereo unspecified),-4%,/,1%,-17%,-3%,/,/,-17%
Cn1cnc2c(N/N=C/c3cccs3)ncnc21,-2%,11%,1%,-5%,2%,/,8%,0%
N#C/C(=C\c1ccc(N2CCOCC2)cc1)c1ccccc1,?,-1%,11%,?,0%,?,1%,-7%
CC(NC(=O)C(C)(C)C)c1nc2ccccc2n1C (stereo unspecified),4%,-1%,-1%,2%,4%,8%,-6%,1%
Cc1cccc(OCC(O)CN2CC3(C)CC2CC(C)(C)C3)c1 (stereo unspecified),-1%,1%,0%,4%,10%,-6%,?,-4%
Cc1ccc(NC(=O)c2ccc(Oc3ncccn3)cc2)cc1,-1%,-9%,4%,-2%,-3%,4%,3%,-3%
CCN(Cc1ccccc1)C(=O)c1c[nH]c2ccc(S(=O)(=O)N(C)CCC#N)cc2c1=O,-8%,?,-8%,-5%,-1%,?,2%,-2%
Cc1ccccc1-c1nnc(SCc2ccc(F)cc2)o1,1%,0%,4%,-9%,-3%,-12%,/,-2%
O=C(Nc1ccccc1-c1nc2ccccc2[nH]1)c1sc2ccccc2c1Cl,?,-3%,?,-11%,3%,2%,8%,0%
CC(C)[C@@H](CC(=O)N[C@@H]1CCCC[C@H]1C(=O)N[C@H](CC(=O)N[C@@H](CCC(=O)O)CC(=O)O)Cc1ccccc1)NC(=O)C[C@H](Cc1ccccc1)NC(=O)[C@@H]1CCCC[C@H]1N,-9%,1%,-1%,-3%,5%,13%,/,-1%
COc1ccc(-c2noc(-c3ccc(NCc4ccco4)c([N+](=O)[O-])c3)n2)cc1OC,3%,/,-2%,11%,0%,/,/,-1%
COc1ccc(CCNC(=O)COC(=O)C23CC4CC(CC(Br)(C4)C2)C3)cc1,-10%,7%,10%,-16%,-3%,-2%,5%,-3%
N#C/C(=N\Nc1ccc(S(=O)(=O)N2CCc3ccccc32)cc1)C(N)=S,?,-3%,16%,14µM*,1%,6.3µM*,-27%,-1%

# An excerpt from above, reduced to TexasRed fluor and L3MBTL1 block:
structure | TexasRed fluor | L3MBTL1 block
Cn1cnc2c(N/N=C/c3cccs3)ncnc21 | 0% | 8%
N#C/C(=C\c1ccc(N2CCOCC2)cc1)c1ccccc1 | -7% | 1%

# Back to the main list; the two compounds before the break are reprinted first.
SMILES,Tau fluor counter,GLA spleen mod,Tau fibril FP,Tau ThT inhib,TRb SRC2 PPI,ALDH1A1 inh,L3MBTL1 block,TexasRed fluor
COc1ccc(CCNC(=O)COC(=O)C23CC4CC(CC(Br)(C4)C2)C3)cc1,-10%,7%,10%,-16%,-3%,-2%,5%,-3%
N#C/C(=N\Nc1ccc(S(=O)(=O)N2CCc3ccccc32)cc1)C(N)=S,?,-3%,16%,14µM*,1%,6.3µM*,-27%,-1%
COc1ccc2c(c1)c1c(c(=O)n(-c3cccc(Cl)c3)c(=O)n1CC(=O)NCC1CCCO1)n2C (stereo unspecified),6%,/,1%,13%,-1%,/,/,-3%
Cc1cc(C)n2nc(-c3cnn(C)c3C(F)(F)F)cc2n1,0%,-7%,1%,-6%,9%,-8%,2%,-1%
Cn1cc(Cl)c(-c2n[nH]c(=S)n2C2CCCCC2)n1,-5%,6%,5%,-2%,1%,1%,/,0%
Cc1ccc(Cn2c(C(=O)O)c(CNC3CCCCCC3)c3ccc(C)cc32)cc1,6%,/,14%,-2%,7%,/,/,-3%
COc1ccccc1NC(=O)C1CC(=O)N(c2ccc(F)cc2)C1 (stereo unspecified),3%,-6%,-2%,5%,-1%,6%,-14%,-1%
O=C(NCc1ccc2c(c1)OCO2)Nc1ccc2ccccc2c1,2%,-1%,0%,/,-4%,/,/,-5%
CCCc1cc(=O)[nH]c(SCC(=O)N(Cc2ccccc2)C(C)C)n1,-1%,5%,2%,-8%,-1%,?,/,-1%
CCN1CCCC1CN(Cc1cc2cc(C)ccc2[nH]c1=O)C(=O)Nc1ccccc1OC (stereo unspecified),7%,13%,-2%,9%,4%,?,/,-2%
COc1cc(NC(c2ccccc2)c2ccccc2)cc(OC)c1OC,?,0%,14%,-14%,-8%,4%,-11%,-7%
CCCCc1c(O)nc2sccn2c1=O,6%,-3%,8%,-9%,-3%,-7%,-4%,1%
Cc1ccc(C(=O)n2nnc3ccccc32)cc1[N+](=O)[O-],-5%,-6%,-5%,2%,-4%,-6%,16%,-1%
COc1ccc(NC(=S)N2CCOCC2)c(OC)c1,-1%,-1%,-4%,-4%,6%,0%,11%,0%

# Look-ups from the list:
# Entry of `COc1ccc2c(c1)c1c(c(=O)n(-c3cccc(Cl)c3)c(=O)n1CC(=O)NCC1CCCO1)n2C` (stereo unspecified) under TexasRed fluor: -3%
# Entry of `Cn1cc(Cl)c(-c2n[nH]c(=S)n2C2CCCCC2)n1` under TexasRed fluor: 0%
# Entry of `CCCCc1c(O)nc2sccn2c1=O` under TRb SRC2 PPI: -3%
# Entry of `COc1ccc(NC(=S)N2CCOCC2)c(OC)c1` under Tau ThT inhib: -4%
# Entry of `CCCc1cc(=O)[nH]c(SCC(=O)N(Cc2ccccc2)C(C)C)n1` under GLA spleen mod: 5%

# (more compounds)
SMILES,Tau fluor counter,GLA spleen mod,Tau fibril FP,Tau ThT inhib,TRb SRC2 PPI,ALDH1A1 inh,L3MBTL1 block,TexasRed fluor
CC(=O)c1cccc(NC(=S)NC(=O)c2cccc(Cl)c2)c1,-17%,4%,-5%,-17%,-2%,20µM*,-5%,-2%
OC(CNCc1ccc(F)cc1)(c1ccccc1)c1ccc(F)cc1 (stereo unspecified),0%,11%,1%,3%,-4%,6%,3%,-3%
O=C(CN1CCCCCCC1)Nc1ccc(Cl)cc1Cl,1%,-6%,0%,-8%,1%,?,24%,1%
N#Cc1c(C(F)(F)F)cc(-c2cccs2)nc1SCC(=O)Nc1cccc(Cl)c1,-18%,/,?,-4%,-1%,/,/,0%
O=[N+]([O-])c1ccc(Sc2nnnn2-c2ccccc2)c(Cl)c1,?,-19%,10%,?,0%,3.5µM*,/,-7%
CCOC(=O)c1c(C)[nH]c(C)c1S(=O)(=O)N(C)CC(=O)Nc1ccc(OC)cc1,-2%,/,1%,1%,5%,/,/,-2%
Cc1[nH]ncc1-c1ccccc1Cl,-4%,7%,1%,1%,-5%,/,4%,0%
O=C(Nc1cc(Cl)ccc1Cl)C1(c2cccs2)CCOCC1,-12%,/,-8%,-15%,-6%,/,/,-1%
CCN(CC)S(=O)(=O)c1cccc(C(=O)N[C@H](C(=O)NNC(=O)c2ccccc2)C(C)C)c1,-14%,-17%,-7%,-7%,-5%,/,-14%,-1%
O=S(=O)(Cc1ccccc1)C1CCCCC1O (stereo unspecified),7%,0%,4%,11%,2%,/,6%,-3%
Cc1sc2nc(SCc3nc(-c4cccs4)no3)n(-c3ccccc3)c(=O)c2c1C,-12%,9%,0%,-1%,3%,6%,-1%,-2%
Cc1ccc(N=C2SCCCN2C(=O)c2ccco2)cc1Cl,-1%,2%,-9%,0%,1%,11%,6%,-3%
O=C(O)C1CC=CCC1C(=O)Nc1cccc(Cl)c1 (stereo unspecified),4%,1%,3%,0%,-12%,18µM*,-1%,-1%

# Looked up by compound from the entries so far (2):
SMILES,Tau fluor counter,GLA spleen mod,Tau fibril FP,Tau ThT inhib,TRb SRC2 PPI,ALDH1A1 inh,L3MBTL1 block,TexasRed fluor
CC(=O)c1cccc(NC(=S)NC(=O)c2cccc(Cl)c2)c1,-17%,4%,-5%,-17%,-2%,20µM*,-5%,-2%
N#Cc1c(C(F)(F)F)cc(-c2cccs2)nc1SCC(=O)Nc1cccc(Cl)c1,-18%,/,?,-4%,-1%,/,/,0%
